# Wnt bcat act: activators of Wnt/beta-catenin signaling; Wnt/beta-catenin reporter cell assay, activator, plate reader; activation, % at 9.35 µM; 300,000 compounds, 1.2% hits; AID 743398; in the data active = activation above about 30%, passing the limit was not always enough; inconclusive = no clear call, values can overlap the other calls;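 also: 0% = neutral control wells and 100% = positive control wells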
# SR-BI DiI-HDL act: activators of SR-BI mediated HDL lipid uptake; CHO ldlA[mSR-BI] cells, DiI-HDL uptake fluorescence, 3 h; 100 = double the neutral-control signal; activation, % at 12.5 µM; 320,000 compounds, 0.096% hits; AID 504775;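 active = mean replicate activation of at least 60% and every replicate at or above 60%; inconclusive = mean or all-replicate condition met, but not both; inactive = mean below 60% and not all replicates reaching 60%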;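 also: 0% = median plate neutral-control signal and 100% = twice that signal; values of inactives mirror those of a sister screen read the other way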
#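 Material: SR-BI-overexpressing, LDLR-lacking CHO cells; schedule: compound exposure 3 h, 37 °C; reagent: DiI-labelled HDL at 10 µg/mL final; technique: bottom-read fluorescence, 550/595 nm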
# PvdQ acylase: blocks Pseudomonas aeruginosa PvdQ acylase activity; AID 488965; inhibition, % at 10 µM; 340,000 compounds, 0.063% hits; purified PvdQ acylase, fluorescence plate reader; in the data active = inhibition above about 30%, passing the limit was not always enough; inconclusive = no clear call, values can overlap the other calls;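 also: 0% = vehicle neutral wells and 100% = reference inhibitor wells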
# dFosB activator: activators of mouse delta FosB homodimer; activation, % at 25 µM; P13346; purified delta FosB, TAMRA-CDK5 oligo fluorescence polarization; percent of positive-control signal above neutral wells; 340,000 compounds, 0.99% hits; AID 493131;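 active = mean activation above about 17%, with every replicate also reaching it, limit read from the data, passing the limit was not always enough; inconclusive = only one of the two conditions met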;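 also: fluorescence polarization rise as delta FosB binds a TAMRA Cdk5 AP-1 oligo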
# Rtt109 HAT inh: C. albicans Rtt109 histone acetyltransferase inhibition; purified Rtt109/Vps75, ThioGlo CoA-SH fluorescence, 4 h; inhibition, % at 34.9 µM; 330,000 compounds, 0.16% hits; AID 540336;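 active = inhibition of at least 50% in every replicate; inconclusive = best replicate reaches 50% inhibition but some replicates fall short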
# HTR5A ag: activates human HTR5A in OPRM1-OPRD1 agonist counter-screen. P47898. HTR5A agonist assay, luminescence, cell-based. activation, % at 9.3 µM. 340,000 compounds, 0.61% hits; in the data active = activation mostly above about 9.5%, no sharp cut-off; inactive = mostly below about 7.6%;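 also: 0% = cells with vehicle only and 100% = reference agonist; strong numbers were not always called active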
# Target sequence (P47898 whole entry, looked up): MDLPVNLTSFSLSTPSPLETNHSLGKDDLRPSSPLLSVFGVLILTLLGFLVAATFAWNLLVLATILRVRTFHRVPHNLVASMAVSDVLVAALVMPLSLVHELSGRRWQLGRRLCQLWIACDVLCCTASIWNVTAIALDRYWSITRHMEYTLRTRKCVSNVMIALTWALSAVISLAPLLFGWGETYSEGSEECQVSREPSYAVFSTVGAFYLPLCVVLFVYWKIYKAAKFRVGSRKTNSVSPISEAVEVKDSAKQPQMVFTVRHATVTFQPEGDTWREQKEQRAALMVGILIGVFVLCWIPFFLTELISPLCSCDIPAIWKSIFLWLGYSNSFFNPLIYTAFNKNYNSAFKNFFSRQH
# CDK5 inh: inhibitors of human CDK5/p35 kinase; Q00535+Q15078; Recombinant CDK5/p35, ADP-Glo luminescence, 60 min; inhibition, % at 10 µM; 330,000 compounds, 0.01% hits; AID 488839;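 active = highest replicate inhibition of at least 50% and at least 75% of replicates reaching 50%; inconclusive = only one of the two criteria met; inactive = both criteria failed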;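 also: plate controls were DMSO neutral control for no effect and GW8510 at 10 µM for full effect; many of its hits are not listed in these tables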
# Target sequence (Q00535 whole entry, looked up): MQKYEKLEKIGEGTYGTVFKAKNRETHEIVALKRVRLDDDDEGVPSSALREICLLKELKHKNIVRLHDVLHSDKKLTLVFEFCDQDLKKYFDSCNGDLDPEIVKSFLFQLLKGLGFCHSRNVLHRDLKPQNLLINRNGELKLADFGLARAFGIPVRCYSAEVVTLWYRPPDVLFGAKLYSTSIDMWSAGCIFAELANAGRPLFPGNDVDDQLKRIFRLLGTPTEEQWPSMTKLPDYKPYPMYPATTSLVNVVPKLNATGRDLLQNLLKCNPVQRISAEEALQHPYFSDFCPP
# Target sequence (Q15078 whole entry, looked up): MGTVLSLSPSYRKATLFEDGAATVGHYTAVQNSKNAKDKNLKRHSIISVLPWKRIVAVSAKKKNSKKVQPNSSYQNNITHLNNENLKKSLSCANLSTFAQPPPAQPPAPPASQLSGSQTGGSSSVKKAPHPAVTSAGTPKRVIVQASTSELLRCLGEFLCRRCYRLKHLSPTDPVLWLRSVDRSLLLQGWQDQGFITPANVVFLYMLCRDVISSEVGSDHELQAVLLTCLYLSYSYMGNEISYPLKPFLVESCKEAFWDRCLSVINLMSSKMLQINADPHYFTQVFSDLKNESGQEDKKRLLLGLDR
# SR-BI HDL uptake: blocks mouse SR-BI lipid uptake from DiI-HDL; ldlA[mSR-BI] CHO cells, DiI-HDL uptake fluorescence, 3 h; AID 488896; Q61009; inhibition, % at 12.5 µM; 320,000 compounds, 0.96% hits;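 active = mean replicate inhibition of at least 70% and a set share of replicates each scoring 70 or more; inconclusive = meets just one of the two criteria; inactive = fails both criteria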;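 also: 0% = median of neutral control wells and 100% = median of positive control wells; values of inactives mirror those of a sister screen read the other way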
# MITF TRPM1 HTS: increases MITF-driven TRPM1 promoter luciferase signal; SK-MEL-5 TRPM1-promoter luciferase, 24 h; % of positive control, neutral wells = 0; activation, % at 12.5 µM; 300,000 compounds, 0.75% hits; AID 588334;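 active = mean activation of at least 80% with every replicate also reaching 80%; inconclusive = mean reaches 80% but some replicate falls short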;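 also: 0% = neutral control wells and 100% = parthenolide positive control wells; values of inactives mirror those of a sister screen read the other way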
# cardiac RTF act: cardiac RTF calcium sensitization; activation, % at 7.2 µM; P19429+P45379; 340,000 compounds, 0.24% hits; AID 493008; IANBD-labeled TnC RTF fluorescence at EC20 calcium; 0% EC20 calcium, 100% full calcium;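 active = activation above the mean over all tested compounds plus 3 SD, cut at about 30% in these data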;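 also: rise in fluorescence read as greater calcium sensitivity of cardiac thin filaments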
# The depositor's hits bear a star; ? = inconclusive; nt = no result given.
SMILES,Wnt bcat act,SR-BI DiI-HDL act,PvdQ acylase,dFosB activator,Rtt109 HAT inh,HTR5A ag,CDK5 inh,SR-BI HDL uptake,MITF TRPM1 HTS,cardiac RTF act
CC(c1ccccc1)C1NC(C(=O)O)CS1 (configuration not stated),nt,13,-13,1,1,2,-0.9,-13,-2,-3
CC(NC(=O)CNC(=O)Cc1cccc2ccccc12)c1ccc(S(N)(=O)=O)cc1 (configuration not stated),0,13,-13,-4,2,2,-0.8,-13,-4,-1
Cc1cccc(N2CCN(C(=O)CCNC(=O)Cn3ccc4ccccc4c3=O)CC2)c1C,nt,-22,-12,-11,21,-4,0.4,22,-1,-3
CCC1CCCCN1CC(=O)Nc1cc(C)nn1-c1nc(C)cc(C)n1 (configuration not stated),-5,6,5,3,8,-4,3.6,-6,-4,1
COc1ccc(OCC(=O)Nc2ccc(NC(=O)c3ccco3)c(C)c2)cc1,2,-3,-6,-5,5,-4,-9.2,3,10,7
N#Cc1ccc(OCC(=O)OCCCOC(=O)COc2ccc(C#N)cc2)cc1,1,-1,-2,-4,0,-2,0.4,1,3,-4
O=C(CSc1nnnn1-c1cccc2ccccc12)Nc1ccc(N2CCOCC2)c(Cl)c1,nt,-19,-3,-8,2,1,0.7,19,7,7
O=C(CN(Cc1ccccc1)S(=O)(=O)c1ccc(Br)cc1)NCC1CCCO1 (configuration not stated),-4,nt,-4,-6,0,3,-0.6,nt,-3,-2
COc1cc(CN(C(=S)NCC(=O)NC2CCCC2)C2CCCC2)cc(OC)c1OC,-4,12,-7,-5,1,5,0.1,-12,-1,-7
CC(=O)c1cccc(NC(=O)C2CCCN(S(=O)(=O)c3ccccc3)C2)c1 (configuration not stated),nt,-9,-4,-4,nt,-2,-2.0,9,-9,7
CN(Cc1cn(C)c2ccccc12)C(=S)Nc1cc(F)cc(F)c1,-1,-4,-15,-1,6,0,0.7,4,-15,3
Cc1cc(/C=N\NC(=O)COc2cccc3cccnc23)c(C)n1-c1ccc(Br)cc1,-3,-21,-11,-13,nt,-2,-0.7,21,-7,-5
CCOC(=O)N1CCN(C(=O)COc2cc(=O)n(CC)c3ccccc23)CC1,4,1,-13,-3,10,-3,1.4,-1,nt,-3
O=C(O)c1cccc(S(=O)(=O)N2CCCC(c3nc4c(nnn4Cc4ccc(F)cc4)c(=O)[nH]3)C2)c1 (configuration not stated),-1,nt,-12,-2,1,-3,-3.4,nt,-4,3
CCCCn1c(=O)nc2n(-c3ccc(C)cc3)c3ccccc3cc-2c1=O,0,-15,-11,-10,-15,4,-1.4,15,4,4
O=C(COc1ccc2ccccc2c1)Nc1cccc2cccnc12,-7,11,-10,-9,0,0,0.3,-11,nt,2
CCOC(=O)C1=C(C)N=C2SC(C)C(=O)N2C1c1ccc(OCC)c(OCC)c1 (configuration not stated),nt,-14,-13,-1,10,-4,0.9,14,-3,4
COc1ccc(CC(=O)Nc2ccc(-c3cn4ccccc4n3)cc2)cc1OC,nt,-32,-20,-6,4,4,1.7,32,39,-1
O=C(CCc1nnc(CCCc2ccccc2)o1)NCCCC1CCCC1,13,2,4,-3,2,2,-5.3,-2,54,-4
O=C(O)c1ccccc1-c1ccc(/C=C/c2cc(C(F)(F)F)[nH]c(=O)n2)o1,-2,18,6,-1,2,2,-0.8,-18,4,727*
Cc1ccc(N=Cc2c(O)ccc3ccccc23)cc1F,5,34,6,10,5,3,0.7,-34,3,1
O=S(=O)(O)c1cc(O)ccc1O,-3,-6,-16,-1,-3,-5,-3.4,6,-1,9
CCN1C(=O)CC(N2CCN(c3ccc(C(=O)c4ccncc4)cc3)CC2)C1=O (configuration not stated),nt,12,-13,7,0,4,-1.8,-12,15,3
Cc1cccc(C)c1NC(=O)CSc1nnc(NC(=O)CN2CCOCC2)s1,-1,9,2,-10,5,-1,0.4,-9,9,-6
CC1(C)CC(=O)C2=C(C1)OC(c1ccncc1)C(C#N)=C2N (configuration not stated),-1,24,9,1,-5,-2,1.2,-24,nt,4
SMILES,Wnt bcat act,SR-BI DiI-HDL act,PvdQ acylase,dFosB activator,Rtt109 HAT inh,HTR5A ag,CDK5 inh,SR-BI HDL uptake,MITF TRPM1 HTS,cardiac RTF act
CCCC(CCC)C(=O)Nc1ccc2c(c1)N(C(=O)CCN1CCN(C)CC1)c1ccccc1CC2,0,-3,-6,13,9,0,-1.2,3,2,0
Cc1cccc(NC(=O)CN(C)S(=O)(=O)c2cccs2)c1,5,-14,2,3,6,4,0.9,14,21,1
Cc1ccc(S(=O)(=O)c2nc(C(C)(C)C)oc2N2CCOCC2)cc1,nt,24,4,4,3,1,-1.1,-24,-3,1
CCN(CC)CCNC(=O)c1cc2cc(Br)ccc2s1,0,11,-3,0,3,-4,0.4,-11,-2,3
COc1ccc(NC(=O)CSc2nnnn2C2CCCCC2)c(OC)c1,7,nt,11,3,8,-6,-1.3,nt,nt,-5
NC(=S)N/N=C1\CC(n2nnn(-c3cccc(Cl)c3)c2=S)C2COC1O2 (configuration not stated),-1,-66,-9,-7,-1,-1,0.8,66,1,1
CCCCNC(=O)C1CC(c2cccc(F)c2)=NO1 (configuration not stated),32*,9,19,-3,2,-5,1.3,-9,89*,3
CC(C(=O)NCc1ccco1)n1nc(-c2ccccc2)c2cc(Cl)ccc21 (configuration not stated),-3,10,8,13,1,7,-0.2,-10,1,6
O=C(NCc1cn2ccsc2n1)Nc1cccc(Cl)c1,2,1,10,7,-3,10,-1.8,-1,35,6
O=C(O)CCC(=O)N1CN2CN(C(=O)CCC(=O)O)CC([N+](=O)[O-])(C2)C1,4,-4,-8,-5,7,-4,-0.6,4,11,-1
Cc1ccc2[nH]c(O)c(N=O)c2c1,6,31,-51,1,4,4,2.4,-31,-3,2
COc1ccc(CNC(=O)CN2CCC(NC(=O)c3cccc(OC)c3)CC2)cc1,3,-3,8,-12,-4,-1,2.5,3,-1,-5
Cc1csc2ncnc(N3CCN(C(=S)Nc4ccc(C(F)(F)F)cc4)CC3)c12,-2,5,-17,-7,5,nt,1.8,-5,nt,nt
O=C(NCCCN1CCOCC1)Nc1ccc(Cc2ccc(NC(=O)NCCCN3CCOCC3)cc2)cc1,-1,-24,-11,-6,6,1,0.6,24,-13,5
O=C(CSc1nc2ncccc2[nH]1)NC1CCCC1,-2,3,-14,-2,-2,1,-3.2,-3,nt,2
COc1ccccc1N(CC(=O)Nc1ccccc1C(=O)N1CCCC1)S(C)(=O)=O,-1,nt,-8,4,-1,4,-0.1,nt,nt,3
Cc1ccc2c(c1)CC1(CN2C)C(=O)OC(C)(C)OC1=O,2,2,-12,2,-13,2,0.0,-2,-4,-7
Cc1ccc(CC2CC(=O)N(c3ccc(Cl)cn3)C2=O)cc1 (configuration not stated),nt,16,1,10,-9,-10,-1.1,-16,12,-2
COc1ccc(-c2nnn(-c3cc(Cl)cc(Cl)c3)c2N)cc1,0,-70,-6,-10,-2,-8,0.1,?,17,6
COCCNC(=O)c1ccccc1NC(=O)c1cccc([N+](=O)[O-])c1C,0,-5,-6,3,0,1,-0.8,5,-50,-1
S=c1[nH]nc(COc2ccccc2)n1/N=C/c1c(Cl)cccc1Cl,0,27,-6,-1,4,1,-0.9,-27,3,-1
O=C(Nc1ccn(Cc2c(F)c(F)cc(F)c2F)n1)c1ccc(COc2ccc(Cl)cc2Cl)o1,nt,-42,-14,4,-9,-2,-0.7,42,19,-1
Cc1ccnc(NS(=O)(=O)c2ccc3ccccc3c2)n1,nt,2,-6,-2,-4,0,-0.5,-2,-12,2
CC(=O)c1cccc(NS(=O)(=O)c2ccc(NC(=O)N3CCCCC3)cc2)c1,-1,-3,-18,-11,2,11*,-0.7,3,-31,-7
Cc1cccc(NC(=O)c2cc(Cl)sc2Cl)c1C,4,-58,-7,0,1,-1,0.1,58,6,1
SMILES,Wnt bcat act,SR-BI DiI-HDL act,PvdQ acylase,dFosB activator,Rtt109 HAT inh,HTR5A ag,CDK5 inh,SR-BI HDL uptake,MITF TRPM1 HTS,cardiac RTF act
CCCN(CC1CC1)C(=O)CCc1nnc(C(OC)c2ccccc2)o1 (configuration not stated),10,40,-1,0,-4,1,-5.0,-40,nt,-4
CCCc1cc2c(c(NC(C)=O)n1)c(=O)oc1ccccc12,-1,-13,7,-9,5,1,-0.5,13,nt,-2
CC12CC3(C)CC(C)(C1)CC(C(=O)NCCc1ccc(S(N)(=O)=O)cc1)(C2)C3,-3,-5,-17,-10,0,-7,-0.8,5,26,1
Cc1ccccc1N1CCN(C2CCCN(C(=O)c3ocnc3C)C2)CC1 (configuration not stated),-1,-18,-3,-4,-5,-1,0.6,18,-8,-3
CCOCCc1c(O)nc(SC)[nH]c1=O,-1,24,-17,-7,3,-1,-1.1,-24,-9,15
COC(=O)c1ccc(COC(=O)c2ccc(SC)cc2OC)cc1,-4,-25,-15,-12,1,-2,1.1,25,17,-3
Cc1cc(C(=O)COC(=O)c2cccc(S(=O)(=O)N(C)C)c2)c(C)n1CC1CCCO1 (configuration not stated),37*,-13,-17,-1,-3,5,0.3,13,?,-13
CCNS(=O)(=O)c1ccc(NC(=O)Nc2ccccc2OC)cc1,0,nt,-9,-13,-1,1,-2.1,nt,20,3
CCCCOc1ccccc1NC(=O)CC1Nc2ccccc2NC1=O (configuration not stated),nt,-6,-8,-19,-25,0,2.2,6,1,-15
CCOCCc1nnc(NC(=O)Cc2ccc(Br)cc2)s1,-3,-22,-15,-14,?,1,0.1,22,7,1
COc1cccc(NC(=O)C(=O)NCCCN2CCCC2=O)c1,-2,11,2,-7,2,-3,-0.1,-11,64,2
CC(C)N(C)S(=O)(=O)c1ccc(Cl)c(C(=O)O)c1,3,16,-5,4,-1,5,0.2,-16,6,-2
O=C(CSCCO)Nc1ccccc1,5,55,-12,-2,-6,8,0.0,-55,nt,12
Cc1cc(-c2ccc(C)c(S(=O)(=O)NCc3cccc(Br)c3)c2)on1,0,-47,-9,3,20,6,-1.3,47,-5,3
CSc1ccc(C(=O)C2CCCN(C(=O)c3nn(C)c(=O)c4ccccc34)C2)cc1 (configuration not stated),-8,9,4,-3,12,4,0.0,-9,-13,0
CCOC(=O)c1c(C)[nH]c(C(=O)NNC(=O)c2ccccc2F)c1C,-1,-27,0,0,3,4,0.4,27,71,-3
CCOc1ccccc1N(CC(=O)N1CCCC1)S(C)(=O)=O,1,23,-8,3,-12,-4,0.8,-23,-3,-3

# Compounds as they come. Share with any hit: about 4.4%.
